FLuc counter – counter-screen for miR-21 project: firefly luciferase inhibitors or activators. P08659. purified FLuc, Km substrates, luminescence inhibition. Potency, µM (series often up to 57.5 µM), for the others: at the top dose activity change, negative = inhibition, hits mostly inhibitors. actives 6.9% (n = 360,000);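 note: potency is the fitted concentration of half-maximal effect; plate controls were vehicle for no effect and reference inhibitor for full effect; nearly all actives have a fitted effect of over 55% in size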
Target sequence (P08659 whole entry, looked up): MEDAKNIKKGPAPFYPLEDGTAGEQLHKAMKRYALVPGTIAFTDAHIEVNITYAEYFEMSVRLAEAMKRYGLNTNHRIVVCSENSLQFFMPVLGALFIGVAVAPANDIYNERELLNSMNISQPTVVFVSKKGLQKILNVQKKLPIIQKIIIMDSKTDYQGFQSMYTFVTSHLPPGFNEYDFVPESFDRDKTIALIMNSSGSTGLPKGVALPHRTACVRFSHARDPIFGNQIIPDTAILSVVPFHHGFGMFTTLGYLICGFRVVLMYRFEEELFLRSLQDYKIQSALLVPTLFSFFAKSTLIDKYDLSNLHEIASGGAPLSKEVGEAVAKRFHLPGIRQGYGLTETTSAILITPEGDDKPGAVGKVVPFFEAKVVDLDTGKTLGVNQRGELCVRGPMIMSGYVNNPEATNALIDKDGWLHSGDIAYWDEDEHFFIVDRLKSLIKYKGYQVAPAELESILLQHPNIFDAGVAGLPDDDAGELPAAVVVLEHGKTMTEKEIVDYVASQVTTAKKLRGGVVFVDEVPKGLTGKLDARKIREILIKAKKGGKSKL
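Biochemical qHTS of compounds, final roughly 60 µM downward over six points, against 10 nM purified firefly luciferase using Km concentrations of substrates (10 uM D-luciferin, 10 uM ATP) in Tris acetate pH 7.5 buffer; luminescence output.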
Coupling enz – counter-screen for Giardia aldolase inhibitors: coupling enzyme system; AID 2472; coupling enzyme system counterscreen, AmpLite Red fluorescence; actives 0.67% (n = 290,000); activity change, negative = inhibition, % at 58.2 µM, hits read low; in the data active = activity change below about -30%; note: % is set by controls: 0 for no effect and ±100 for the full control effect
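Counterscreen of the coupled detection system alone, without aldolase: glyceraldehyde-3-phosphate coupling enzymes plus AmpLite Red readout. Compounds at 57.5 uM final, 10 min RT preincubation, 20 min RT reaction, fluorescence 525/598 nm.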
NPC1 prom act – activators of NPC1 promoter; Huh7 NPC1 promoter luciferase reporter, 24 h; actives 2.4% (n = 320,000); Potency, µM (doses to about 9.22 µM), for the others: at the top dose activation, actives largely listed as activators;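 note: potency is the fitted concentration of half-maximal effect; % of control where 0% means no effect; nearly all actives have a fitted effect of over 60% in size; reporter is driven by a mutant NPC1 promoter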
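Luminescence from an NPC1 promoter-driven luciferase reporter in stably transfected Huh7 cells was measured after 24 h compound treatment at 37 °C, followed by 10 min ambient incubation with luciferase detection reagent.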
Rab9 promoter act – activators of Rab9 promoter | actives 2.8% (n = 320,000) | AID 485297 | Huh7 Rab9 promoter-luciferase reporter, luminescence, 24 h | Potency, µM (series often up to 9.22 µM), without a hit: at the highest dose activation, negative = inhibition, most hits filed as activators; note: potency is the fitted concentration of half-maximal effect; % of control where 0% means no effect; nearly all actives have a fitted effect of over 60% in size
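Cell-based reporter: Huh7 stable for Rab9 promoter-driven luciferase, plated in reduced-serum medium with 10% FBS at 1500 cells/well, compound-treated 24 h at 37 °C, luminescence read after 10 min reagent.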
RORg inh – blocks mouse ROR gamma transcriptional activity; P51450; Drosophila S2 Gal4-RORgamma UAS-luciferase reporter, 20 h; Potency, µM (doses to about 53.6 µM), without a hit: at the highest dose activity change, negative = inhibition, actives largely listed as inhibitors; actives 5.4% (n = 310,000); note: potency is the fitted concentration of half-maximal effect; % is set by controls: 0 for no effect and ±100 for the full control effect; nearly all actives have a fitted effect of over 60% in size
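Drosophila S2 cells stably expressing Gal4-DBD/mouse RORγ fusion under metallothionein promoter plus UAS-luciferase; compound 1 h, then 700 uM CuSO4 induction for 20 h at ambient temperature; inhibition read as reduced luminescence.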
KCNH2 3.1 block – inhibitors of human KCNH2 3.1 potassium channel isoform | activity change, % (tested at about 1.8 µM) | U2OS KCNH2 3.1, thallium flux FluxOr; hits give low values | actives 0.95% (n = 340,000);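 active = maximum activity change below -70%; inconclusive = maximum activity change from -70% to -50%; inactive = maximum activity change above -50%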;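 note: thallium influx rate constant from kinetic fluorescence after stimulation buffer; % is set by controls: 0 for no effect and ±100 for the full control effect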
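Thallium flux read-out: FluxOr dye with Red40 quencher in HBSS/HEPES, 45 min at RT. Rate constants from kinetic reads were normalized to positive and negative DMSO controls. Cells: U2OS virally expressing the 3.1 isoform.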
Tb PFK block – T. brucei PFK enzyme inhibition; O15648; T. brucei PFK, ADP-Glo luminescence; Potency, µM (titrated, usually from 57.5 µM), inactives show at the highest dose activity, negative = inhibition, actives largely listed as inhibitors; actives 0.17% (n = 330,000); AID 485367;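 note: potency is the fitted concentration of half-maximal effect; 0% = uninhibited 1x PFK enzyme wells and -100% = no-enzyme wells; nearly all actives have a fitted effect of over 60% in size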
Target sequence (O15648 whole entry, looked up): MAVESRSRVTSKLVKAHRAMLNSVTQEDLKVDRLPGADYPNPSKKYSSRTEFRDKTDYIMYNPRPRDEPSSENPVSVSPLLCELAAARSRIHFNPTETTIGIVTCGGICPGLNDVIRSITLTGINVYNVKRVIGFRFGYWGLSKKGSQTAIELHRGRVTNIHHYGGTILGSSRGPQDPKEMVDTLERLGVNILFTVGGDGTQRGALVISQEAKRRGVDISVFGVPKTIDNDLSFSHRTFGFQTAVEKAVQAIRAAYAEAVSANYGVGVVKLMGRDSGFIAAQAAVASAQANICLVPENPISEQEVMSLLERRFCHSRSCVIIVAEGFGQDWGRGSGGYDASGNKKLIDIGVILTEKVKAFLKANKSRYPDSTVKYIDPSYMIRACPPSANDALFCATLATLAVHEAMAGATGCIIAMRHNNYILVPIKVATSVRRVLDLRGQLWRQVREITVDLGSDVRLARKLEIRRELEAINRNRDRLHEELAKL
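PFK 1.25 nM, F6P 0.5 mM, ATP 0.1 mM, 0.1 M TEA pH 8.0, 5 mM MgCl2, 0.01% Tween20, 0.1% BSA; 45 min RT. ADP-Glo readout. qHTS titration up to 57 uM; curves fitted, compounds curve-classed.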
Gal4-VP16 FLuc – Gal4-VP16 reporter inhibition counter-screen. Drosophila S2 Gal4-VP16 UAS-luciferase, luminescence, 20 h. Potency, µM (highest dose often 53.6 µM), for the others: top-dose activity, negative = inhibition, actives largely listed as inhibitors. actives 3.5% (n = 310,000);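 note: Gal4-VP16 expression switched on by copper sulfate through the metallothionein promoter; potency is the fitted concentration of half-maximal effect; % is set by controls: 0 for no effect and ±100 for the full control effect; nearly all actives have a fitted effect of over 50% in size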
uPA surface inh – blocks generation of uPA at the cell surface; AID 540303; Potency, µM (highest dose often 38.3 µM), without a hit: at the highest dose activity change, negative = inhibition, actives largely listed as inhibitors; cell surface uPA generation assay, qHTS; actives 0.31% (n = 330,000); active = well fitted inhibition curve with a large enough effect; inconclusive = small, poorly fitted or top-dose-only effect; inactive = no such curve, though single readings can be large or run the other way; tested in mouse RAW 264.7 cells; note: potency is the fitted concentration of half-maximal effect; % is set by controls: 0 for no effect and ±100 for the full control effect; nearly all actives have a fitted effect of over 55% in size
ELG1 genotoxic – genotoxicity induction in ELG1-luciferase HEK293T cells; HEK293T ELG1-luciferase reporter, luminescence, 16 h; Potency, µM (highest dose often 46 µM), for inactives: at the top dose activity change, positive = activation, hits mostly activators; actives 1.3% (n = 330,000); note: potency is the fitted concentration of half-maximal effect; % of control where 0% means no effect; nearly all actives have a fitted effect of over 60% in size
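Luminescence read-out: rising ELG1-luciferase signal, reflecting elevated ELG1 protein under genetic stress, flags genotoxic compounds. Cells were treated for 16 hr at 37 °C before ONE-Glo detection.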
Giardia killer – Giardia lamblia killing. actives 0.15% (n = 340,000). Giardia lamblia trophozoite viability. AID 540267. activity change, % at 7.66 µM, hits read low; in the data active = activity change below about -80%; inconclusive = between about -30% and that limit;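 note: parasites exposed to compound for two days anaerobically before the ATP read; % is set by controls: 0 for no effect and ±100 for the full control effect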
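Trophozoites 100 cells/well + cpd; 48 hrs, 37 deg C, anaerobic. ATPLite 1-Step added, 15-30 min RT, luminescence read (ATP-based viability).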
The depositor's hits bear a star; ? = inconclusive; nt = not tested or not shown; [ ] = dose if it differs, or a comment. Unless noted, calls come from the whole dose curve; as a rule, active = well fitted curve in the direction sought with a large enough effect; inconclusive = small, poorly fitted or top-dose-only effect, or another doubt; inactive = no such curve, though single readings can be large; an effect the other way counts as inactive or inconclusive.

SMILES	FLuc counter	Coupling enz	NPC1 prom act	Rab9 promoter act	RORg inh	KCNH2 3.1 block	Tb PFK block	Gal4-VP16 FLuc	uPA surface inh	ELG1 genotoxic	Giardia killer
O=C(CCCn1c(=O)[nH]c2cc(Cl)ccc2c1=O)NCCC1=CCCCC1	6.5%	0.5	0.8%	-6.2%	-16.2%	22.1	3.3%	4.9%	3.3%	8.7%	4.1
COc1ccc(CNC(=O)CSc2nc3[nH]ncc3c(=O)n2-c2ccccc2Br)cc1	-1.5%	2.6	-0.5%	-7.4%	9.8%	nt	-3.0%	-14.9%	nt	1.4%	nt
S=C(NCCc1ccccc1)NC1CC1	-1.2%	3.8	-1.3%	-1.5%	4.47µM*	-2.2	1.2%	?	3.3%	-0.9%	-11.4
CCOc1ccc(C2C([N+](=O)[O-])=C(C)N(C)C(=O)N2C)cc1OC (stereo not given)	-2.8%	1.3	-3.0%	-3.0%	9.9%	-5.5	-4.8%	14.3%	?	3.1%	-26.9
O=C(Cc1cccs1)N(c1ccc(F)cc1)C1(C(=O)NC2CCCCC2)CCCC1	7.2%	2.9	-2.8%	-2.1%	5.0%	-3.7	0.0%	-5.7%	-4.6%	-6.1%	5.8
CCN(C1CCCCC1)S(=O)(=O)c1ccc(-n2cnnn2)c(C)c1	-0.2%	2.2	-2.3%	-1.3%	5.0%	0.8	0.7%	-9.0%	9.7%	-0.4%	-20.1
CN(C)c1cccc(C(=O)OCC(=O)N2CCc3ccccc3C2)c1	?	-3.6	12.0%	3.7%	7.2%	-8.3	-9.5%	-14.3%	2.2%	0.2%	-8.1
COc1ccc(-c2nc(CS(=O)(=O)CC(=O)NC3CCC(C)CC3)c(C)o2)cc1 (stereo not given)	-10.4%	3.5	-2.5%	-3.8%	-23.3%	5.4	1.2%	?	-1.1%	-0.7%	-25.3
O=C1N(Cc2cccc(Cl)c2)C[C@@H]2C[C@@H](c3ccc4nonc4c3)N3CCC[C@@]123	-1.9%	4.3	-6.5%	-6.3%	1.8%	-8.1	2.1%	-0.4%	14.3%	-17.8%	-2.1
O=C1c2ccccc2-c2nc3ccccc3nc21	15.1µM*	-6.6	2.82µM*	2.24µM*	-6.3%	-14.6	-0.9%	-4.6%	-1.7%	4.47µM*	-7.1
Cc1ccccc1OCCC(=O)OCC(=O)Nc1c(C)nn(-c2ccccc2)c1C	-0.5%	nt	0.2%	2.2%	nt	-8.6	-7.7%	nt	3.0%	-2.6%	-22.8
CCOc1ccc(N(Cc2cc3cc(C)ccc3[nH]c2=O)S(=O)(=O)c2ccccc2)cc1	-0.6%	nt	-5.7%	-6.0%	8.5%	nt	2.1%	-6.2%	5.2%	-12.9%	-21.3
CCn1cc(C(=O)NCc2ccco2)c(=O)c2cc(S(=O)(=O)N3CC(C)CC(C)C3)ccc21 (stereo not given)	-2.9%	4.2	-5.3%	0.0%	14.3%	-4.2	0.5%	-4.6%	-8.2%	-8.1%	4.2
COc1ccc(C2CCCN2C(=S)Nc2ccccc2C)cc1OC (stereo not given)	-2.6%	1.7	2.5%	2.6%	?	-10.5	-7.7%	?	-11.2%	-1.3%	-16.6
CC(=O)c1c(C)cc(C)c(CSc2nnc(-c3ccco3)o2)c1C	3.9%	-1.8	-0.6%	?	-5.2%	-5.4	-7.2%	7.0%	nt	-11.2%	7.6
O=C(Nc1ccccc1C(F)(F)F)Nc1cccc2ccccc12	-3.1%	1.6	-0.3%	3.7%	-12.9%	-5.3	-7.8%	-0.1%	-1.2%	2.1%	-3.8
O=C(CN1CCCCC1)N1c2ccccc2Sc2ccc(C(F)(F)F)cc21	3.8%	-0.3	-7.1%	-8.3%	-14.8%	-9.3	-4.6%	-28.1%	6.3%	-5.2%	-6.0
CC(=O)C1=C(O)C(=O)N(c2ccc(C(=O)O)cc2)C1c1ccccc1 (stereo not given)	-1.3%	5.5	0.9%	12.4%	30.2%	-5.1	2.9%	5.6%	-5.1%	-1.2%	4.1
N#CCCN(C(=O)COC(=O)c1nc(Cl)ccc1Cl)c1ccccc1	8.3%	nt	-0.3%	0.5%	nt	0.9	-8.7%	nt	0.2%	5.1%	-0.9
CCCNC(=O)c1c(C)cc(=O)oc1C	3.1%	0.1	1.6%	-1.5%	-7.7%	8.8	0.0%	-12.6%	5.0%	2.1%	-7.4
Cc1ccc2[nH]c(=O)c(CN(CCCN3CCOCC3)C(=O)Nc3ccc(Cl)cc3)cc2c1	-19.1%	3.3	-2.7%	-4.7%	6.1%	-12.1	-13.2%	-3.3%	17.5%	-0.5%	-17.7
COc1ccc2nc(NC(=O)c3ccccc3C(=O)O)sc2c1	9.53µM*	7.7	-2.2%	-0.5%[1.84 µM]	-3.8%	-19.0	-0.2%	-8.7%	-15.4%	2.3%	-14.9
CCn1cc(C(=O)NCC(OC)OC)c(=O)c2cc(S(=O)(=O)N3CCCC3)ccc21	0.5%	1.6	1.8%	-2.1%	8.8%	8.6	1.8%	-5.4%	-2.5%	-2.1%	26.9
CC(C)C[C@@H](CO)N1CCN(Cc2ccccc2)CCC1=O	-1.6%	2.2	-2.2%	3.4%	5.3%	10.3	-0.1%	-0.8%	2.0%	2.4%	-8.1
C[C@H](CO)N1C[C@H](C)[C@@H](CN(C)C(=O)Nc2ccc(C(F)(F)F)cc2)Oc2ccc(NS(=O)(=O)c3ccc(F)cc3)cc2C1=O	nt	nt	nt	nt	nt	-5.4	5.2%	nt	-15.5%	-1.4%	-7.8
OC(COc1ccccc1)CN1C2=NCCCN2c2ccccc21 (stereo not given)	-2.3%	1.8	-1.2%	5.0%	10.6%[0.365 µM]	-30.7	12.7%	nt	-3.8%	-10.7%	5.3
CC1CCCCN1C(=S)NC(=O)c1cc(Br)ccc1Cl (stereo not given)	4.5%	nt	-2.6%	-4.7%	nt	-18.5	-13.5%	nt	-19.5%	-7.0%	3.1
COc1ccccc1-c1sc2ccccc2c1-c1ccc2c(c1)OCCO2	?	nt	0.9%	-0.4%	nt	5.5	5.0%	nt	-5.4%	2.7%	-7.9
CC1=C(/C=C/C(C)=N\NC(=O)c2ccncc2)C(C)(C)CCC1	3.7%	-4.8	-4.7%	-8.2%	7.94µM*	15.5	-3.6%	?	-3.1%	-6.4%	33.7[activator]
CCN(CC)S(=O)(=O)c1ccc(NC(=S)Nc2ccc(F)cc2)cc1	-0.2%	0.1	-5.8%	-0.6%	-17.7%	4.6	-1.7%	-4.5%	-5.2%	-5.4%	-6.3

Continued, overlapping the part above by 2 compounds.
SMILES	FLuc counter	Coupling enz	NPC1 prom act	Rab9 promoter act	RORg inh	KCNH2 3.1 block	Tb PFK block	Gal4-VP16 FLuc	uPA surface inh	ELG1 genotoxic	Giardia killer
CC1=C(/C=C/C(C)=N\NC(=O)c2ccncc2)C(C)(C)CCC1	3.7%	-4.8	-4.7%	-8.2%	7.94µM*	15.5	-3.6%	?	-3.1%	-6.4%	33.7[activator]
CCN(CC)S(=O)(=O)c1ccc(NC(=S)Nc2ccc(F)cc2)cc1	-0.2%	0.1	-5.8%	-0.6%	-17.7%	4.6	-1.7%	-4.5%	-5.2%	-5.4%	-6.3
CCN(CC)c1ccc(CNc2nc3ccccc3n2CC)cc1	-15.2%	2.4	0.7%	11.2%	-23.0%	7.2	-5.6%	4.6%	-1.5%	-4.0%	5.2
Cc1cc(Cl)ccc1OCc1nnc2n1CCCCC2	-0.6%	-7.5	-0.4%	14.6%	8.0%	3.3	-12.8%	-11.4%	3.0%	0.1%	7.0
Cc1noc(/C=C/N(C)C)c1S(=O)(=O)N1CCCC(C(=O)NC2CCCCC2C)C1 (stereo not given)	0.2%	1.6	-1.4%	0.7%	-11.8%	2.0	1.0%	-5.1%	?	-0.9%	40.7[activator]
O=c1[nH]cccc1-c1nc2ccccc2n1Cc1cccc(Cl)c1	-1.4%	0.0	0.7%	-1.6%	33.2%	-6.9	-4.1%	?	6.1%	-1.0%	35.4[activator]
COCC(N)(c1ccccc1)c1nc2ccccc2n1C (stereo not given)	-1.2%	1.0	-0.6%	-4.1%	-26.0%	8.2	1.1%	4.3%	-2.9%	0.1%	0.5

Screening results: PubChem BioAssay, National Center for Advancing Translational Sciences (NCATS)
